tim10-1 inh – tim10-1 yeast growth inhibition | S. cerevisiae tim10-1 ts strain growth, BacTiter-Glo, 24 h | inhibition, % at 20 µM | 330,000 tested, 2.2% active;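 active means inhibition of at least 40%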;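 further: mutant grown at 25 °C; 0% = DMSO wells with yeast and 100% = wells holding no yeast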
hIAP inh – blocks human intestinal alkaline phosphatase; P09923; purified IAP, CDP-Star luminescence, 30 min; inhibition, % at 10 µM; 330,000 tested, 0.12% active;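 active means inhibition reaching a set limit with compound at 10 µM in the primary screen, cut at about 35% in these data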;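 further: plate controls were DMSO wells with enzyme for no effect and no-enzyme buffer wells for full effect; values of inactives mirror those of a sister screen read the other way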
Target sequence (P09923 whole entry, looked up): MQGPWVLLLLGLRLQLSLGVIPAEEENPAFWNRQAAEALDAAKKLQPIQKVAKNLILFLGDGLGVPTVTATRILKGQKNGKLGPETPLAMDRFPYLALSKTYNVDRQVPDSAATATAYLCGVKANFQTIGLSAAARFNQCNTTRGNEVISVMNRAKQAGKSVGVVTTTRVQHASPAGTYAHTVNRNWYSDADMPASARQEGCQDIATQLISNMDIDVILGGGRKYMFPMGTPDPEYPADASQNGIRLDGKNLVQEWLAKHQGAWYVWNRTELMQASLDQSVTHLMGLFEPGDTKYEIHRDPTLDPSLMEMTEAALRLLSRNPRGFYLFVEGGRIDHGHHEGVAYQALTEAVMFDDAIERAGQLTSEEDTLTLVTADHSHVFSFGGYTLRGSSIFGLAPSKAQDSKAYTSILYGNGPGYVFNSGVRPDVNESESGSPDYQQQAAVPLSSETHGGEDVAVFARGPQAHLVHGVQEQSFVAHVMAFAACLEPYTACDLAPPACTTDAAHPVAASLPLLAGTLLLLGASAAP
TIM10 inh – growth inhibitors of TIM10 yeast strain | S. cerevisiae TIM10 strain growth, BacTiter-Glo luminescence, 24 h | inhibition, % at 10 µM | 330,000 tested, 1.4% active | AID 463195;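 active means inhibition of 40% or more at the single tested concentration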;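 further: wild-type TIM10 isogenic control strain grown at permissive 25 °C; 0% = DMSO yeast wells and 100% = minimal medium wells without yeast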
ATG4B inh – ATG4B (human) cysteine protease inhibition | AID 504462 | inhibition, % at 8.33 µM | ATG4B cleavage of LC3-PLA2, NBD-HPC fluorescence, 1 h | 340,000 tested, 0.51% active; in the data active means inhibition above about 40%
Target sequence (Q9Y4P1 whole entry, looked up): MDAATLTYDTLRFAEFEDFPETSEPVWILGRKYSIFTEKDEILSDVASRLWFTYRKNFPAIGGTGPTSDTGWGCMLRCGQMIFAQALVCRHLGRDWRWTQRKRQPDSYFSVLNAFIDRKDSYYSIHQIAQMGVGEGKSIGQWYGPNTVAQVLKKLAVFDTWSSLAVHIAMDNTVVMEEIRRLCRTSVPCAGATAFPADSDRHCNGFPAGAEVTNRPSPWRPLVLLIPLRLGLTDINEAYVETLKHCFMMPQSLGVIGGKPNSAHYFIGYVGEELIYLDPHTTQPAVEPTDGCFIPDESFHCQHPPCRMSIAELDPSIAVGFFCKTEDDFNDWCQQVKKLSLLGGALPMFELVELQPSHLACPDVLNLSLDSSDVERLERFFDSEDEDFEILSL
mIAP act – increases mouse intestinal alkaline phosphatase activity | muIAP, CDP-Star luminescence, 30 min; hits give high values; 1 = vehicle-only enzyme signal, 0 = enzyme-free wells | activation factor at 10 µM | 330,000 tested, 0.24% active;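 active means activation factor of at least 2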; further: the source names both 10 and 20 µM as test concentration; values of inactives mirror those of a sister screen read the other way
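System: mouse IAP enzyme. Reagent: CDP-Star chemiluminescent phosphatase substrate. Benchmarks: DMSO wells, no-enzyme wells. Times: 30 min enzyme-substrate-compound incubation at room temperature. Detection: luminescence from enzymatic CDP-Star hydrolysis. Doses: test compounds delivered from DMSO solution.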
Apaf-1 inh – human Apaf-1 inhibition. O14727. reconstituted apoptosome caspase-3 activity, DEVD-Rh110 fluorescence. inhibition, % at 20 µM. 330,000 tested, 0.71% active; active means inhibition of at least 40% at 20 µM;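 further: plate controls were DMSO wells for no effect and DEVD-CHO caspase inhibitor wells for full effect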
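Medium: Hepes buffer, pH 7.5 / System: biochemical Apaf-1 apoptosome reconstitution / Measured by: Rh110 fluorescence, excitation 480 nm, emission 540 nm / Times: compound with Apaf-1, dATP, procaspase-3 30 min, then 50 min reaction, room temperature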
NALP3 yeast inh – inhibitors of NALP3 inflammasome in yeast; AID 2825; Yeast reconstituted NLRP3/ASC/caspase-1, beta-gal luminescence, 24 h; inhibition, % at 10 µM; 330,000 tested, 0.39% active;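 active means inhibition of 50% or more; inactive means inhibition below 50%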;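 further: plate controls were induced DMSO wells for no effect and uninduced yeast grown without galactose for full effect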
mIAP block – blocks mouse intestinal alkaline phosphatase | purified mouse IAP, CDP-Star luminescence, 30 min | inhibition, % at 10 µM | 330,000 tested, 0.2% active | AID 2806;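 active means inhibition of at least 40% at 10 µM in the primary screen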;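 further: plate controls were DMSO with enzyme for no effect and no enzyme wells for full effect; values of inactives mirror those of a sister screen read the other way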
hIAP act – human IAP activation; AID 2524; P09923; activation factor at 10 µM; purified human IAP, CDP-Star luminescence, 30 min; hits give high values; 1 = vehicle-only enzyme, 0 = enzyme-free background; 330,000 tested, 0.16% active;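 active means activation factor of the enzyme at least 2-fold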; further: the source names both 10 and 20 µM as test concentration; values of inactives mirror those of a sister screen read the other way
Starred values were filed as active, the others as inactive. Rows were taken by chance; 4.5% or so of the library scored in one or more.

cpd	structure	tim10-1 inh	hIAP inh	TIM10 inh	ATG4B inh	mIAP act	Apaf-1 inh	NALP3 yeast inh	mIAP block	hIAP act
1	CN1CCN(S(=O)(=O)c2cccc(C(=O)Nc3ccc(Br)cc3Br)c2)CC1	17	-36	5	-4	1	-3	17	-2	1.4
2	CC1CCN(c2ccc(S(=O)(=O)N3CCC(C)CC3)cc2N)CC1	41*	2	19	15	1	8	22	-2	0.98
3	CCN(c1ccccc1)S(=O)(=O)c1ccc2c(c1)N(C(C)=O)CCO2	7	-16	10	-4	1	9	-11	-1	1.2
4	Cc1ccc(Cn2c(=O)c3cccnc3n(CC(=O)Nc3cccc(C(F)(F)F)c3)c2=O)cc1	-1	6	9	-6	0.91	8	-4	9	0.94
5	Cc1ccc(CSc2nnc(Cn3c(=O)sc4ccccc43)n2C)cc1	22	6	2	-4	0.99	1	19	1	0.94
6	COc1ccc(CCNC(=O)CNS(=O)(=O)c2ccc(F)c(Cl)c2)cc1OC	4	-8	-8	-3	1	7	10	-3	1.1
7	Cc1cc(=O)oc2cc(OCC(=O)NC3CC(C)(C)NC(C)(C)C3)ccc12	-4	0	10	4	0.98	-3	2	2	1
8	O=C(/C=C/c1ccccc1)N1CCCN(C(=O)/C=C/c2ccccc2)CC1	24	8	4	-9	1	6	21	-2	0.92
9	Cc1noc(C)c1S(=O)(=O)N(CCc1ccccc1)Cc1ccccc1	25	-6	-14	-6	0.93	17	13	7	1.1
10	Fc1ccc(CNCCC(Cc2ccccc2)c2ccco2)cc1 (stereo not given)	23	-14	-4	1	1.1	10	1	-6	1.1
11	CC(C)CNC(C)C(=O)Nc1ccc(S(N)(=O)=O)cc1 (stereo not given)	8	-5	12	-14	1.1	1	7	-9	1.1
12	CCOC(=O)N1CCC(NCCNC(=O)c2cccc(F)c2)CC1	10	-15	2	6	0.95	6	16	5	1.1
13	CCc1ccccc1N(C)S(=O)(=O)c1ccc2[nH]cc(C(=O)N3CCc4ccccc43)c(=O)c2c1	14	-5	8	17	0.94	26	20	6	1.1
14	O=C(CN1CCOCC1)Nc1c(-c2ccccc2)c2cc(Br)ccc2[nH]c1=O	1	-2	10	4	1.1	5	13	-6	1
15	O=C(N/N=C/C1CC=CCC1)c1cc(Br)ccc1O (stereo not given)	10	-9	7	-2	0.9	-2	-1	10	1.1
16	N[C@@H](Cc1ccc(O)cc1)c1nnc([C@H](CC(=O)O)NC(=O)C2CCNCC2)o1	3	-15	-7	6	0.8	8	7	20	1.2
17	CC1CCCCN1S(=O)(=O)c1ccc(C(=O)Nc2nnc(-c3ccccc3Cl)o2)cc1 (stereo not given)	13	-22	37	9	0.9	3	14	10	1.2
18	Cc1nn(C)c(Cl)c1CN1CCCC(C(=O)Nc2cccc(-n3cccn3)c2)C1 (stereo not given)	-10	-30	-3	-5	1	9	13	-1	1.3
19	CN(C(=O)Cn1cc([N+](=O)[O-])ccc1=O)C1CCCCC1	-10	6	-7	-8	1	-8	16	-1	0.94
20	Cc1cccc(NC(=O)c2ccc(S(=O)(=O)NCc3cccnc3)cc2)c1	-37	2	4	-7	0.9	1	26	10	0.98
21	Cc1c(OC(C(=O)O)c2ccccc2)ccc2c(-c3ccccc3)cc(=O)oc12 (stereo not given)	11	14	7	29	1.1	-15	10	-6	0.86
22	COc1cc(C(=O)NCC(=O)OCc2ccccc2Cl)cc(OC)c1OC	3	6	28	-4	0.99	-5	11	1	0.94
23	O=C(Nc1cccn2ncnc12)c1ccccc1	3	8	-11	2	0.97	8	-2	3	0.92
24	O=C(Nc1ccc2c3c(cccc13)CC2)c1ccc(Br)o1	18	-10	2	0	1	13	26	0	1.1
25	CC(C)(C)NC(=O)NC(=O)COC(=O)Cn1c(C(F)(F)F)nc2ccccc21	6	-36	-6	-13	0.97	6	-3	3	1.4
26	Cc1ccc(NC(=S)NC2CCCC2)cc1	3	-3	1	-1	1.1	13	13	-13	1
27	CCOC(=O)N1CCN(C(=O)C(C)N(c2ccccc2)S(C)(=O)=O)CC1 (stereo not given)	9	-3	4	-1	1	-10	17	-3	1
28	Cc1cccc(-c2oc3ccc(-c4ccc5c(c4)OCO5)cc3c2/C=C/c2ccc(N)cc2)c1	-2	-5	12	10	1.1	-6	6	-8	1
29	CCN(CC)C(=O)CSc1nc2ccccc2o1	-5	13	-5	2	0.96	-11	17	4	0.87
30	CCOC(=O)C1CCCN(C(=O)c2ccc(CS(=O)(=O)c3ccc(Br)cc3)o2)C1 (stereo not given)	14	23	4	-6	1	-3	6	0	0.77

Values in list order from above:
tim10-1 inh, entries 16–20 → 3, 13, -10, -10, -37
Apaf-1 inh, entries 16–20 → 8, 3, 9, -8, 1
ATG4B inh, entries 16–20 → 6, 9, -5, -8, -7

The listing picks up with the 3 entries that preceded the break.
cpd	structure	tim10-1 inh	hIAP inh	TIM10 inh	ATG4B inh	mIAP act	Apaf-1 inh	NALP3 yeast inh	mIAP block	hIAP act
28	Cc1cccc(-c2oc3ccc(-c4ccc5c(c4)OCO5)cc3c2/C=C/c2ccc(N)cc2)c1	-2	-5	12	10	1.1	-6	6	-8	1
29	CCN(CC)C(=O)CSc1nc2ccccc2o1	-5	13	-5	2	0.96	-11	17	4	0.87
30	CCOC(=O)C1CCCN(C(=O)c2ccc(CS(=O)(=O)c3ccc(Br)cc3)o2)C1 (stereo not given)	14	23	4	-6	1	-3	6	0	0.77
31	CC(C)CC(NC(=O)C(NC(=O)OC(C)(C)C)C(C)C)C(=O)NC(CCC(=O)OCc1ccccc1)C(N)=O (stereo not given)	20	3	-2	-5	1	11	2	-4	0.97
32	O=C(Nc1ccccc1C(=O)N1CCCCCC1)c1ccc(Cl)cc1	25	4	25	-6	0.9	-4	10	10	0.96
33	C[C@H](NC(=O)c1ccccc1)C(=O)N1CCN(Cc2ccc3c(c2)OCO3)CC1	-1	15	5	0	0.92	-10	16	8	0.85
34	CCN(CC)CCCN(Cc1cc2cc3c(cc2[nH]c1=O)OCO3)C(=S)NC	-3	-16	-2	0	1.1	-14	9	-9	1.2
35	Cc1ccc(Cl)cc1N1CCN(C(=O)C2CCN(S(=O)(=O)c3cccnc3)CC2)CC1	21	-10	-4	-23	1	24	30	-2	1.1
36	Cc1cccc(NC(=O)C2CCN(C(=O)NCc3ccccc3)CC2)c1C	6	0	-14	-13	1.1	6	1	-6	1
37	Cc1cc(C)c(OCC(=O)OCC(=O)NCCC2=CCCCC2)c(C)c1	19	-8	7	10	1	17	24	-4	1.1
38	CCOC(=O)CN1C(=O)S/C(=C/c2ccc(OCc3ccc(C(=O)O)cc3)cc2)C1=O	27	-3	4	2	1.1	7	-12	-8	1
39	COc1ccc(OC)c2[nH]c(=O)c(CCNC(=O)c3ccc4c(c3)OCO4)cc12	22	-14	23	-10	0.97	10	15	3	1.1
40	Cc1cc(-c2onc(C)c2C(=O)N/N=C/c2ccccc2)no1	-7	3	4	-10	1	-24	22	-4	0.97
41	CN1C(=S)SC(/[N+]([O-])=C/c2cccnc2)C1(C)C (stereo not given)	8	23	9	-8	0.98	-3	-3	2	0.77
42	Cc1ccc(Cn2c(SCC(C)C)nc3c2c(=O)[nH]c(=O)n3C)cc1	9	-25	-5	6	1.1	16	-9	-6	1.2
43	COc1ccccc1-n1cnnc1SCC(=O)NC1CCCCC1	4	19	2	3	1	1	24	-1	0.81
44	Cc1cccc(OCCCC(=O)Nc2ccc(S(=O)(=O)N3CCCC3)cc2)c1	34	9	34	-15	1.1	13	7	-14	0.91
45	CC(=O)c1ccc(N2CCN(C(=O)CN3C(=O)NC4(CCCCC4)C3=O)CC2)c(F)c1	-5	-18	7	5	1.1	-5	15	-6	1.2
46	O=C(OC(C(=O)NCc1ccco1)c1ccc(Cl)cc1)c1cccs1 (stereo not given)	16	-2	23	-2	0.97	-7	9	3	1
47	COc1cccc(CNC(=O)CN(C)S(=O)(=O)c2ccc3c(c2)n(C)c(=O)c(=O)n3C)c1	18	-14	-11	3	0.94	-10	-4	6	1.1
48	O=C(CCC(=O)N(Cc1ccco1)C(C(=O)NC1CCCC1)c1ccncc1)Nc1cccnc1 (stereo not given)	3	7	-5	-9	1	8	11	-4	0.93
49	O=C1NN=COc2ccccc21	12	0	13	-15	1	-17	2	0	1
50	COc1ccc(OC)c(NC(=O)CCN2C(=O)c3cccc([N+](=O)[O-])c3C2=O)c1	25	-12	8	-3	1.1	0	6	-8	1.1
51	CCOc1ccc(CN2CCN(CC(O)Cn3c4ccccc4c4ccccc43)CC2)cc1 (stereo not given)	-64	2	-38	-8	1.1	23	39	-9	0.98

Compound profiles (already shown):
CCOc1ccc(CN2CCN(CC(O)Cn3c4ccccc4c4ccccc43)CC2)cc1 (stereo not given) reads tim10-1 inh = -64; hIAP inh = 2; TIM10 inh = -38; ATG4B inh = -8; mIAP act = 1.1; Apaf-1 inh = 23; NALP3 yeast inh = 39; mIAP block = -9; hIAP act = 0.98
O=C(CCC(=O)N(Cc1ccco1)C(C(=O)NC1CCCC1)c1ccncc1)Nc1cccnc1 (stereo not given) reads tim10-1 inh = 3; hIAP inh = 7; TIM10 inh = -5; ATG4B inh = -9; mIAP act = 1; Apaf-1 inh = 8; NALP3 yeast inh = 11; mIAP block = -4; hIAP act = 0.93
O=C1NN=COc2ccccc21 reads tim10-1 inh = 12; hIAP inh = 0; TIM10 inh = 13; ATG4B inh = -15; mIAP act = 1; Apaf-1 inh = -17; NALP3 yeast inh = 2; mIAP block = 0; hIAP act = 1

Screens: PubChem BioAssay, Sanford-Burnham Center for Chemical Genomics
